# Screening data: PubChem, several laboratories
# MC4R antagonist = MC4R antagonists of cAMP signaling, primary screen, cell-based, TR-FRET, antagonist arm of biased-ligand search. Melanocortin receptor 4 (Homo sapiens), P32245. MC4R-expressing cells, MTII-stimulated cAMP, LANCE TR-FRET. inhibition, % at 6.5 µM. hit rate 0.48% among 360,000. AID 540295, 2011;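 active = inhibition above its plate's cutoff, the mean of tested wells on that plate plus 3 SD, cut at about 29% in these data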;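 also: 0% = Melanotan II alone and 100% = Melanotan II plus saturating MCL0020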
#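 system = U2OS cells with stable human MC4R expression | also added = Melanotan II challenge after compound preincubation | dosing = one concentration, 6.5 µM nominal | incubation = compound 30 min, challenge 1 h, detection 1 h | measured by = TR-FRET with Eu-cAMP and labeled anti-cAMP, 671 nm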
# ABCB6 inh 2 = ABCB6 transporter inhibitors, primary screen, K562-ABCB6 cells, flow cytometry, MLPCN library; ATP-binding cassette sub-family B member 6 (Homo sapiens), Q9NP58; K562-ABCB6 porphyrin accumulation, 1 h; active compounds read low; fluorescence ratio to DMSO, % at 10 µM; hit rate 0.19% among 360,000; AID 602162, 2011;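 active = fluorescence ratio to DMSO below 75%, the collection mean minus 3 SD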;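 also: signal is porphyrin accumulated inside mitochondria; 100% equals median channel fluorescence of DMSO control wells; lower ratio means ABCB6 inhibition with less porphyrin fluorescence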
# H9c2 protect = cardioprotection against H2O2-induced cell death, primary screen, uHTS, H9c2 cells, ATPLite luminescence | protection from H2O2 cell death, % at 20 µM | hit rate 0.63% among 360,000 | H9c2 cardiomyocytes, H2O2 injury protection, 2 h | AID 588492, 2011;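 active = compounds giving at least 50% protection of heart cells from peroxide-induced death in the single-dose screen, raw or plate-pattern-corrected value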;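 also: 0% = DMSO wells with peroxide and 100% = DMSO wells without peroxide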
# PDI inh = inhibitors of human PDI, primary screen, biochemical, turbidity, single point, plate reader | Protein disulfide-isomerase (Homo sapiens), P07237 | PDI insulin aggregation turbidity, A650, 90 min | inhibition, % at 10 µM | hit rate 0.052% among 350,000;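 active = mean inhibition across replicates of 30% or more, whatever share of single replicates reach that level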;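 also: absorbance from insulin aggregation driven by PDI reduction with DTT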
# MC4R ag barr = MC4R agonists recruiting beta-arrestin, primary screen, cell-based, luminescence, agonist arm of biased-ligand search; Melanocortin receptor 4 (Homo sapiens), P32245; U2OS MC4R beta-arrestin complementation; percent of melanotan II response, DMSO zero; activation, % at 8.9 µM; hit rate 0.98% among 360,000; AID 540308, 2011;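 active = activation above a per-plate cutoff, the mean activation of sample wells on that plate plus 3 SD, cut at about 8% in these data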
# m5-HT2A agonist = mouse Htr2a agonists via beta-arrestin recruitment, primary screen, cell-based, luminescence; 5-hydroxytryptamine receptor 2A (Mus musculus), P35363; CHO-K1 mHTR2A beta-arrestin complementation; percent of 30 µM serotonin response; activation, % at 7.6 µM; hit rate 0.66% among 360,000; AID 624169, 2012;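 active = activation above a run cutoff, the mean activation of all tested compounds plus 3 SD, cut at about 14% in these data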;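 also: 0% = plate median of compound wells and 100% = 30 µM serotonin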
# Granule exo inh = LAMP-1 surface exposure blockers, TALL-104 cells – cell-based, flow cytometry, MLPCN library, primary screen; TALL-104 LAMP-1 surface exposure; cells stimulated with thapsigargin and PMA; hit rate 0.66% among 360,000; AID 651702, 2012; inhibition, % at 10 µM;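 active = inhibition above about 55%, limit read from the data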
# CaV13 ICDI inh = Primary screen for inhibitors of IQ motif and Ca2+-dependent inactivation inhibitor domain binding in CACNA1D, Förster resonance energy transfer in living cells, …; HEK cells, CFP/YFP FRET ICDI-IQ, plate reader, 10 min; percent FRET-ratio fall versus neutral wells; hit rate 0.098% among 340,000; inhibition, % at 12.3 µM;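 active = mean replicate inhibition of at least 30% and at least 1% of replicates passing that level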;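 also: 0% = median of the neutral control wells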
# N-glyco inh = increase of ERlucT glycosylation luciferase signal, primary screen, N-linked glycosylation inhibitor project, D54 ERlucT cells, luminescence, set 2. D54 ERlucT glycosylation luciferase reporter, 24 h; percent of 100 nM tunicamycin response. hit rate 0.23% among 360,000. AID 588692, 2011. reporter increase, % at 12.5 µM;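 active = mean luciferase reporter signal, scaled so untreated is 0 and the glycosylation-blocking control 100, at or above a set limit in every replicate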;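 also: luciferase carries N-glycosylation sites so blocking glycosylation raises the light; 0% = median of neutral control wells and 100% = median of 100 nM tunicamycin wells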
# ABHD5 PLIN5 PPI = ABHD5-PLIN5 interaction inhibitors, primary screen, cell lysate, split luciferase complementation, luminescence | Perilipin-5 (Homo sapiens) + 1-acylglycerol-3-phosphate O-acyltransferase ABHD5 (Homo … | Split G. princeps luciferase complementation, 4 h | inhibition, % at 4 µM | hit rate 0.78% among 360,000 | AID 602281, 2012;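 active = inhibition above the mean inhibition across every tested compound plus 3 SD, cut at about 22% in these data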;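 also: 0% = DMSO only wells and the 100% control is not disclosed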
# Target sequence (Q00G26 whole entry, looked up): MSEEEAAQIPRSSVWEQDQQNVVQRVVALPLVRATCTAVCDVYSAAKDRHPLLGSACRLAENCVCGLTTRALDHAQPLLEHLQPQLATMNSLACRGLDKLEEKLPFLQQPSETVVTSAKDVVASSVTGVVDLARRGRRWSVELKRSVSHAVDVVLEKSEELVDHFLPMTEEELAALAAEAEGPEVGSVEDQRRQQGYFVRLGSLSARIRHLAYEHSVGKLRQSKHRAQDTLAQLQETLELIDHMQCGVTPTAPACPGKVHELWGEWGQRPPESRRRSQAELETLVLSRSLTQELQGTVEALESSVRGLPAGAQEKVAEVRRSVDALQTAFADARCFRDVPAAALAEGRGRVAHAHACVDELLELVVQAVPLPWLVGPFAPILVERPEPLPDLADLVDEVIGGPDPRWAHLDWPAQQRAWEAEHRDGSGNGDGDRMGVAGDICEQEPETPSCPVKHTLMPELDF
# Target sequence (Q8WTS1 whole entry, looked up): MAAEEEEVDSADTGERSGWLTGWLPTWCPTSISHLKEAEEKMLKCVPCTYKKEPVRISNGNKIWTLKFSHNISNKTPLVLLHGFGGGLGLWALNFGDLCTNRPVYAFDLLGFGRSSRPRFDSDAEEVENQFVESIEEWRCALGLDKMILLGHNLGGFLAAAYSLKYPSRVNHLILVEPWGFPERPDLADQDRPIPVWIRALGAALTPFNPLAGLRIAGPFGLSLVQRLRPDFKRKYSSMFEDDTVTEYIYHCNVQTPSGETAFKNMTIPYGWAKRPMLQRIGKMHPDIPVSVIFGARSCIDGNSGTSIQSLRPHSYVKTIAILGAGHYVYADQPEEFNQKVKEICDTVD
# * = called active by the depositor; / = not tested or not shown.
SMILES,MC4R antagonist,ABCB6 inh 2,H9c2 protect,PDI inh,MC4R ag barr,m5-HT2A agonist,Granule exo inh,CaV13 ICDI inh,N-glyco inh,ABHD5 PLIN5 PPI
CN1c2ccccc2C(C)(C)C12CCCC(=O)N2 (centres undefined),2,105,-3,-1,0.1,6,-1,-6,2,8
COc1ccc([C@@H]2[C@@H]3C(=O)N(C(C)(C)C)C(=O)[C@@H]3[C@]3(CC(C)C)C(=O)N(c4ccc(C(F)(F)F)cc4)C(=O)N23)cc1,6,99,-5,-4,1.1,10,-4,-11,-8,-8
O=c1cc(CSc2nnc(COc3ccc(Cl)cc3)o2)c2ccccc2[nH]1,8,95,-7,-7,-0.7,-2,-1,-3,-3,0
COc1ccc(CCNC(=O)C2CC(c3cc(C(F)(F)F)cc(C(F)(F)F)c3)=NO2)cc1 (centres undefined),12,103,-2,-8,5.5,0,3,-12,2,5
COc1ccccc1NC(=O)Nc1ccc(C(N)=O)cc1,8,96,2,-2,-1.7,-3,4,-3,0,-4
CCS(=O)(=O)Nc1cccc(C2=NN(S(=O)(=O)CC)C(c3cccs3)C2)c1 (centres undefined),16,94,-3,1,-3.5,-6,-4,-7,0,-7
O=C(NC(=S)NNC(=O)c1ccccc1O)c1cccc([N+](=O)[O-])c1,12,91,6,4,-2.6,-4,-5,-3,0,-2
COc1ccc(C2=NOC(C(=O)Nc3cccnc3Cl)C2)cc1 (centres undefined),7,103,7,3,-3.7,-1,-5,-4,-1,-1
CCC(C)c1ccc(OCC(=O)NNC(=O)C2CCCCC2)cc1 (centres undefined),-1,99,0,2,0.2,6,3,-6,1,1
CCCCNC(=O)n1c(=O)oc2ccc(Cl)cc21,1,92,14,11,0.3,-2,-2,-5,1,4
COc1cc(/C=C/c2ccc3cccc([N+](=O)[O-])c3n2)ccc1OCC#N,15,97,34,-1,-2.2,3,2,-16,-2,12
O=C(CN1C(=O)NC2(CCCC2)C1=O)Nc1cc(Cl)ccc1N1CCCCC1,6,96,0,-3,-3.7,1,43,-6,-3,3
O=C(Nc1ccc(F)cc1)Nc1ccccc1F,13,97,-14,7,3.1,1,-1,4,-3,-4
COc1ccc2cc(-c3cc(C(=O)OCC(=O)NC4CCS(=O)(=O)C4)c4ccccc4n3)ccc2c1 (centres undefined),4,100,-16,6,3.2,0,4,-23,-12,-6
O=C(NCC1CCCO1)C1CCCN1C(=O)Nc1ccc(Cl)c(Cl)c1 (centres undefined),7,95,-4,1,-1.7,-1,-1,3,2,0
Cn1cc(C(=O)OCC2CCN(CCNS(C)(=O)=O)CC2)c2ccccc21,8,95,7,1,-0.4,-3,-6,-5,0,1
CS(=O)(=O)N1CCc2cc(C(=O)Nc3ccccc3Br)ccc21,9,90,3,0,1.0,-3,4,-14,0,6
COc1cc(NS(=O)(=O)c2csc(C(N)=O)c2)cc(OC)c1,0,95,12,-1,-0.8,9,-13,-4,3,-5
O=C1N[C@@H](Cc2ccccc2)COC(=O)[C@H](Cc2ccc(F)cc2)CC/C=C/C[C@H]1CC(=O)N(CCO)Cc1ccccc1,13,97,13,0,0.6,3,-3,-6,-2,9
CC1C(c2ccccc2)OCCN1C(=S)Nc1ccc(S(=O)(=O)N2CCCCC2)cc1 (centres undefined),23,100,-16,-4,-1.0,3,-1,-9,3,0
COc1cccc(OCCNCc2ccccc2)c1,0,96,2,5,0.2,11,-2,-5,1,-9
Cc1cc(C)c2c(SC(C)C)nc(N)nc2n1,5,108,-9,-2,-1.5,4,-10,-4,1,4
Cc1nn(CC(=O)N2CCN(C)CC2)c(=O)c2c1sc1ccccc12,10,100,-1,1,0.6,5,1,-3,4,-10
CC(OC(=O)Cc1ccc(Br)cc1)C(=O)NC1CCCCC1C (centres undefined),5,94,-1,2,-2.5,4,4,-2,0,-2
O=C(CC[C@H]1O[C@@H](n2cnc3c(NC(=O)c4ccccc4)ncnc32)[C@H](O)[C@@H]1O)NCCc1cc2ccccc2[nH]1,/,99,0,/,/,7,-2,-6,-1,-2
N#C/C(=C/c1ccc(N2CCCCCC2)o1)c1cccc(F)c1,10,127,-12,-5,8.7*,1,25,-8,14,59*
COc1cccc(-n2c(C)c3c(OC)cccc(=O)c3c2C)c1,5,98,14,3,0.8,2,0,-9,0,9
CC(C)n1c(Nc2ccccc2)nc2ccccc21,3,96,-7,-1,-0.2,-1,4,0,-6,0
CCCC(=O)NCCc1nc2ccccc2n1CC(=O)c1ccccc1,15,96,2,-1,-1.7,2,8,-2,0,-2
CN(C)CCCn1c(SCc2ccc(Cl)cc2)nnc1-c1ccncc1,7,103,0,-14,0.9,0,18,-20,2,9
O=C1CCCN1CC(CN1CCOCC1)Sc1nc2ccccc2c(=O)n1-c1ccccc1 (centres undefined),-1,101,-15,0,3.4,3,-4,/,4,12
Cc1ccc(-c2nc(CCNC(=O)c3ccco3)cs2)cc1,-3,95,-6,-1,-0.8,-6,13,-4,2,5
O=C(c1[nH]c(C(F)(F)F)nc1-c1ccccc1)N1CCC(C(O)(c2ccccc2)c2ccccc2)CC1,/,101,3,/,/,-2,4,-3,0,-5
COCCCNc1nc2nonc2nc1NCCSC,9,95,2,0,-2.6,0,-4,14,-2,0
Cc1cccc(NC(=O)CCC(=O)c2cccs2)n1,0,96,-2,5,1.0,-1,-8,-5,2,-2
C=CCn1c(SCC(=O)NC)nc2sc3c(c2c1=O)CCC3,-6,92,11,11,-0.9,-5,0,-5,10,1
c1ccc(N2CCN(c3ccccc3)C2c2cccnc2)cc1,-1,103,-12,-2,1.4,5,-1,-3,0,-3
COc1ccccc1C(=O)NC(CCSC)C(=O)NNC(=O)c1csc(N2CCOCC2)n1 (centres undefined),15,98,-2,1,-0.8,-5,1,-5,1,2
Nc1nc(Cl)nc2c1ncn2C1OC(CO)C(O)C1O (centres undefined),0,103,3,/,0.3,1,-6,/,-1,2
N#Cc1nc(-c2ccco2)oc1N1CCOCC1,8,99,1,2,-0.4,3,1,-3,3,-2
CC(C)CCN1C(=O)c2ccc(C(=O)NCc3ccccn3)cc2C1=O,4,97,4,14,-1.3,-3,5,-5,3,3
CC(=O)c1n[nH]nc1NC(=O)c1ccccc1,7,96,10,1,-0.4,-1,-2,-5,-1,3
CCOc1ccc(-n2nnc3c(=O)n(CC(=O)Nc4cc(C)on4)cnc32)cc1,-4,99,-1,1,-0.8,-5,-4,4,0,-6
CCc1cccc(C)c1NC(=S)N1CCCCC1c1cccnc1 (centres undefined),19,97,-6,-1,2.6,4,-3,-5,2,-9
O=C(O)CCC(=O)N1CCN(c2nc(-c3ccccc3)c3cc(Br)ccc3n2)CC1,11,96,-1,13,1.6,-5,4,-1,-1,0

# The closing 2 entries of the section above are carried over, then new ones follow.
SMILES,MC4R antagonist,ABCB6 inh 2,H9c2 protect,PDI inh,MC4R ag barr,m5-HT2A agonist,Granule exo inh,CaV13 ICDI inh,N-glyco inh,ABHD5 PLIN5 PPI
CCc1cccc(C)c1NC(=S)N1CCCCC1c1cccnc1 (centres undefined),19,97,-6,-1,2.6,4,-3,-5,2,-9
O=C(O)CCC(=O)N1CCN(c2nc(-c3ccccc3)c3cc(Br)ccc3n2)CC1,11,96,-1,13,1.6,-5,4,-1,-1,0
CN(Cc1ccnc2ccccc12)C(=O)C1CCC(=O)N(Cc2ccccc2F)C1 (centres undefined),5,98,-3,-3,-2.3,-4,-2,-3,-1,10
O=C(NC(c1ccc2ccccc2n1)c1cccs1)C1CCN(Cc2cccc(C(F)(F)F)c2)CC1 (centres undefined),9,101,-1,-16,1.9,-8,-2,-7,0,-10
COC(=O)c1cc(NC(=O)CSc2ncn[nH]2)ccc1Cl,9,100,4,3,-1.0,8,1,-7,2,8
COc1ccccc1N1CCN(C2CCCN(S(=O)(=O)c3ccc(C)cc3)C2)CC1 (centres undefined),-6,94,-8,-1,-0.8,-10,4,-6,-2,1
COC(=O)CNC(=O)C1CCN(c2nc(C)cc(C)n2)CC1,7,97,3,-2,-0.5,-2,3,-4,0,3
COc1ccc(N2CCN(C(=O)CCCCCn3c(=O)[nH]c4ccsc4c3=O)CC2)cc1,6,92,1,1,-0.9,2,0,2,-2,0
CCOC(=O)C1=C(COC(=O)COc2ccc(C(C)=O)cc2)NC(=O)NC1C (centres undefined),2,92,-5,-17,-1.4,-6,8,-5,1,0
Cc1ccc(C(=O)NCCN2CCN(C(=O)c3ccc(C)c(C)c3)CC2)cc1C,5,103,4,2,-1.2,-9,-11,/,0,-8
COC(=O)[C@]12CCCCC=C1N(Cc1ccc3c(c1)OCO3)C(=O)[C@H](CC(=O)N1CCC(c3ccccc3)CC1)C2,/,/,/,/,/,4,0,-9,/,5
COc1ccccc1NC(=S)N1CCN(c2ccc(F)cc2)CC1,3,100,5,-1,-0.7,-2,-6,-4,-1,0
COc1ccc(OC)c(N(CC(=O)Nc2ccccc2F)S(=O)(=O)c2ccccc2)c1,6,90,-6,-4,-1.5,-8,13,-13,-1,1
O=C(CN1C(=O)CCC1=O)Nc1ccc(S(=O)(=O)N2CCOCC2)cc1,8,100,-3,1,0.1,6,-6,-4,2,3
CN(C(=O)COC(=O)c1ccc(Cl)s1)C1(C#N)CCCCC1,11,101,-6,0,2.6,0,2,-4,-1,9
O=C(Cn1cc2c(n1)CCCC2)NCc1cccc(Cl)c1,7,98,14,/,-0.2,-1,2,-2,4,5
COc1ccc(C(=O)NC2CC2)cc1OC1CCN(Cc2ccc(SC)cc2)CC1,11,94,7,4,-1.9,-4,-2,-6,-2,9
COc1ccc(-c2cc(C(F)(F)F)nc(SCC(=O)NCc3ccco3)n2)cc1OC,1,118,4,-2,-1.1,3,-2,/,2,7
CC(=O)Cc1nsc(NC(=O)c2c(-c3ccccc3Cl)noc2C)n1,22,98,-1,4,-1.4,11,-4,-5,1,3
CCCC(=O)Nc1sc(Cc2ccccc2)c(C)c1C(N)=O,23,100,-10,0,-0.3,-2,-11,-4,1,-10
Cc1ccc(CNC(=O)CCc2c(C)nc3c(c(C)nn3-c3ccc(C)cc3)c2C)cc1,2,97,0,7,-0.1,-3,10,-5,9,-7
